# HIV fusion peptide: cell-free HIV fusion peptide-binding blockers – biochemical, uHTS, fluorescence dequenching, primary screen (AID 1986); cell-free peptide binding, fluorescence dequenching, 30 min; higher % means a stronger effect; inhibition, % at 20 µM; hits with a dose series show IC50 in µM; 290,000 tested, 0.3% active; in the data active = inhibition mostly above about 52%, no sharp cut-off; inactive = mostly below about 76%; also: some results filed as inactive read as strong as hits
# LYP inhibition: PTPN22 lymphoid phosphatase activity blockers – biochemical, fluorescence intensity, uHTS (AID 1779) | recombinant LYP phosphatase, fluorescence intensity; higher % means a stronger effect | one-dose inhibition, % at 11.5 µM; IC50 in µM for titrated hits | 290,000 tested, 0.054% active; in the data active = inhibition above about 50%;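 also: plate controls were vehicle with enzyme for no effect and no enzyme for full effect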
# GPR35 arrestin U2OS: GPR35 antagonists blocking zaprinast-driven arrestin recruitment, primary screen, imaging, U2OS, beta-arrestin-GFP, zaprinast agonist (AID 2058); 290,000 tested, 0.052% active; inhibition, % at 10 µM, or IC50 in µM where a hit was titrated; U2OS GPR35 beta-arrestin-GFP translocation imaging, zaprinast antagonism; higher % means a stronger effect;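 active = inhibition of at least 50% with at least 30 cells and total cytoplasm GFP at most 10,000,000; inconclusive = under 30 cells or total GFP of 10,000,000 plus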
# Rac1 GTP hydrolysis: MgcRacGAP GTPase-activating activity inhibitors, confirmation, biochemical, ADP Hunter fluorescence. one-dose inhibition, % at 30 µM; IC50 in µM for titrated hits. MgcRacGAP-stimulated Rac1 GTP hydrolysis, ADP Hunter fluorescence; higher % means a stronger effect; GST-tagged Rac1 F28L mutant substrate. 340,000 tested, 0.6% active. AID 624330;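 active = first-screen hits whose inhibition reached a set limit at any dose in the follow-up dose series; inconclusive = inhibition above the set first-screen limit but never retested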;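 also: fluorescence reports GDP produced by GAP-driven GTP hydrolysis; strong numbers were not always called active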
# Salmonella PhoP GFP: PhoP-dependent GFP reporter repression – Salmonella Typhimurium, primary screen (AID 1863). one-dose inhibition, % at 50 µM; IC50 in µM for titrated hits. S. Typhimurium PhoP-regulated promoter GFP reporter, 4 h; higher % means a stronger effect. 300,000 tested, 0.16% active;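 active = inhibition over 29.93%, a cutoff 3 SD above the screen mean, later confirmed by dose response; inconclusive = inhibition over 29.93% but no dose response follow-up; inactive = inhibition at most 29.93% or unconfirmed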;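 also: 0% = low Mg2+ inducing control and 100% = high Mg2+ repressing control; strong numbers were not always called active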
# GPR55 LPI antagonism: inhibition of LPI-stimulated GPR55 beta-arrestin translocation – imaging, U2OS, beta-arrestin-GFP, LPI agonist, primary screen (AID 2013); 290,000 tested, 0.13% active; inhibition, % at 10 µM; hits with a dose series show IC50 in µM; U2OS GPR55 beta-arrestin-GFP translocation imaging, LPI antagonism; higher % means a stronger effect;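 active = spots per cell inhibited over 60%, with over 100 cells counted and total cytoplasm intensity under 500,000; inconclusive = wells with under 100 cells, flagged as likely toxic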;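 also: U2OS cells stably carrying GPR55 and arrestin-GFP stimulated by 5 µM LPI near EC80; imaged beta-arrestin-GFP aggregate spots per cell after agonist stimulation; plate controls were LPI-stimulated DMSO wells for no effect and DMSO wells without LPI for full effect; some results filed as inactive read as strong as hits; confirmed hits need IC50 under 10 µM and bright autofluorescent wells are also inconclusive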
# Myeloid diff MLP: myeloid differentiation induction. ER-HoxA9 myeloid progenitors, lysozyme-GFP differentiation, flow cytometry. AID 624256. calls only at 10 µM. 360,000 tested, 1% active;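 active = normalized GFP-positive differentiation at or above the plate's own cutoff, the solvent-only control mean plus 3 SD; inconclusive = no clear call, values can overlap the other calls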;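 also: cells exposed to compound for four days before flow analysis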
# SIAH1 antagonists: blockers of Siah-1 interaction with plectin peptide – biochemical, fluorescence polarization, rhodamine-plectin, uHTS, primary screen (AID 1817). 290,000 tested, 0.02% active. displacement, % at 20 µM; hits with a dose series show IC50 in µM. Siah-1 / rhodamine-plectin peptide fluorescence polarization; higher % means a stronger effect;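 active = displacement of at least 50% at 20 µM, with a fluorescence ratio check between 0.3 and a set limit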;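 also: plate controls were Siah plus tracer with DMSO for no effect and tracer alone without Siah for full effect; strong numbers were not always called active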
# NTR1 ag: agonists of NTR1, primary screen, imaging, U2OS cells, beta-arrestin-GFP, high content (AID 493036); P30989; NTR1-U2OS beta-arrestin-GFP spot imaging, agonist mode; activation, % at 20 µM; 330,000 tested, 0.17% active;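 active = activation at or above 40% of the spot to cytoplasm intensity ratio, with at least 20 cells analyzed; inconclusive = wells under 20 cells, flagged as cytotoxic or low count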;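 also: 0% = DMSO without peptide and 100% = 100 nM NTR1 peptide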
# Target sequence (P30989 whole entry, looked up): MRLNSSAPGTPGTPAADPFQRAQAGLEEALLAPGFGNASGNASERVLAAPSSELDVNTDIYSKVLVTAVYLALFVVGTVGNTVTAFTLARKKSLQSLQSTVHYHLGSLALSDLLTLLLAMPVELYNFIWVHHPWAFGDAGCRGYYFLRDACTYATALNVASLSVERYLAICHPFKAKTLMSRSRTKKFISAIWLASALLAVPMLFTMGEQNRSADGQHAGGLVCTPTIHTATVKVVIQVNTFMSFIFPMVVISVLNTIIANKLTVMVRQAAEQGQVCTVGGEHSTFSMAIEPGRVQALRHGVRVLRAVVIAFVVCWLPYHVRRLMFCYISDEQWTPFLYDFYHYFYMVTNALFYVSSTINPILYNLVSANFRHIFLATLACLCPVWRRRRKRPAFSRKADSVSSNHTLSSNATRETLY
# NTR1 ag cell count 20 µM: further read-out of NTR1 ag, marked with its call; cell count; measured here: cell count, cytotoxicity flag
# Myeloid diff MLP GFP+ MAC1+ %: further read-out of Myeloid diff MLP, marked with its call; GFP+ MAC1+ double positive, %; measured here: differentiation confirmed by MAC1 staining
# The depositor's hits bear a star; i = inactive; ? = inconclusive; nt = not tested or not shown. Rows are unselected; about 2.4% have a hit in one of these screens.
smiles	GPR35 arrestin U2OS	LYP inhibition	Rac1 GTP hydrolysis	Salmonella PhoP GFP	NTR1 ag cell count 20 µM	SIAH1 antagonists	NTR1 ag	Myeloid diff MLP GFP+ MAC1+ %	Myeloid diff MLP	GPR55 LPI antagonism	HIV fusion peptide
Cc1onc(-c2ccccc2Cl)c1C(=O)NCc1ccco1	4%	5%	23%	-7%	35	8%	-1.5	6.2	i	1%	-0.3%
Cc1c(Br)c([N+](=O)[O-])nn1CC(=O)N(C)Cc1ccccc1	-1%	-9%	4%	-2%	38	7%	0.0	0.7	i	6%	-1.2%
CC1CCC(C(=O)NC(C(=O)N2CCN(c3ccccn3)CC2)C(C)C)CC1 (centres undefined)	8%	-10%	4%	-6%	56	-1%	7.2	1.0	i	-10%	-2.4%
O=C(NCCN1CCN(c2ccccc2Cl)CC1)Nc1ccccc1	-10%	-5%	7%	-1%	56	11%	0.6	nt	nt	-5%	-0.1%
Cc1cc(C(=O)N/N=C/C=C/c2cccc([N+](=O)[O-])c2)n[nH]1	0%	4%	1%	-1%	52	4%	0.9	0.1	i	9%	-0.7%
CC(C)[C@@H](C(=O)NCC1CCC(C(=O)O)CC1)n1nnc2ccccc2c1=O (some centres undefined)	-4%	-3%	3%	4%	91	6%	-0.7	1.0	i	2%	-2.6%
COc1ccc(NC(=O)COc2coc(CN3CCN(c4ccccc4)CC3)cc2=O)cc1	nt	nt	5%	-5%	80	nt	-0.8	1.2	i	nt	nt
CC(=O)Nc1ccc(NC(=O)c2ccc(CSc3ccccc3)o2)cc1	4%	-2%	6%	-10%	53	-5%	2.0	0.3	i	4%	-1.5%
Cc1ccc(-c2cc(N)n3nc(-c4ccc(C)cc4)cc3n2)cc1	14%	2%	6%	-4%	52	-2%	2.2	0.6	i	-2%	-1.6%
COC(=O)C1C(O)=C(C=Nc2ccc3ccccc3c2)C(=O)CC1(C)C (centres undefined)	-2%	5%	5%	5%	28	3%	1.9	0.4	i	3%	-0.9%

# Overlap with the part before: 3 compounds, followed by the next part.
smiles	GPR35 arrestin U2OS	LYP inhibition	Rac1 GTP hydrolysis	Salmonella PhoP GFP	NTR1 ag cell count 20 µM	SIAH1 antagonists	NTR1 ag	Myeloid diff MLP GFP+ MAC1+ %	Myeloid diff MLP	GPR55 LPI antagonism	HIV fusion peptide
CC(=O)Nc1ccc(NC(=O)c2ccc(CSc3ccccc3)o2)cc1	4%	-2%	6%	-10%	53	-5%	2.0	0.3	i	4%	-1.5%
Cc1ccc(-c2cc(N)n3nc(-c4ccc(C)cc4)cc3n2)cc1	14%	2%	6%	-4%	52	-2%	2.2	0.6	i	-2%	-1.6%
COC(=O)C1C(O)=C(C=Nc2ccc3ccccc3c2)C(=O)CC1(C)C (centres undefined)	-2%	5%	5%	5%	28	3%	1.9	0.4	i	3%	-0.9%
O=C(c1cc2c(ccc3ccccc32)oc1=O)N1CCCC1	16%	-20%	6%	14%	56	0%	1.1	0.5	i	2%	-1.0%
O=C(COc1ccc(/C=N/NC(=O)c2ccc(O)cc2)cc1)Nc1ccc([N+](=O)[O-])cc1	10%	5%	-3%	13%	nt	44%	nt	1.0	i	2%	-5.2%
Cc1cc(C)n(CC(=O)NNC(=O)CCCOc2ccc(Cl)c(C)c2)n1	-3%	-6%	5%	2%	48	2%	-0.1	2.7	i	10%	0.9%
CCCCc1ccc(NC(=O)CC(C)C)cc1	7%	-4%	13%	1%	85	-2%	1.1	0.2	i	4%	-1.9%
COc1ccc(S(=O)(=O)NCC2CCCN(C(=O)CN3CCCCC3)C2)cc1 (centres undefined)	-8%	-5%	-3%	6%	52	12%	0.9	0.8	i	-1%	1.7%
COCCN(Cc1cc2cc(C)ccc2n2nnnc12)C(=S)Nc1ccc(C)cc1	18%	10%	4%	-7%	58	7%	1.5	3.4	i	-1%	14%
COc1cc(OC)c2c(c1)S(=O)(=O)C(c1ccccc1)=C2N	10%	-5%	7%	-7%	32	1%	1.8	0.5	i	3%	-0.8%
C=CCNC(=O)c1onc(CSc2ccncc2)c1C(=O)NCC=C	-21%	-8%	-5%	-2%	79	8%	1.4	1.4	i	15%	-1.9%
O=C(CCCC(=O)c1ccccc1)Nc1ccc(O)cc1	3%	-6%	16µM*	24%	92	-5%	-1.7	1.1	i	-13%	-4.2%
CCOC(=O)c1sc(NS(=O)(=O)c2cc(C)ccc2C)nc1C	19%	-1%	7%	1%	86	2%	0.6	1.2	i	26%	17%
COc1ccc(CCNC(=O)CS(=O)Cc2nc(-c3ccccc3Cl)oc2C)cc1OC (centres undefined)	-3%	-10%	7%	-5%	53	-2%	-1.9	nt	?	3%	-0.3%
O=C(c1cccc(S(=O)(=O)Nc2cccc(C(F)(F)F)c2)c1)N1CCCCC1	8%	2%	-9%	-8%	94	-4%	-0.4	0.5	i	3%	0.3%
Cc1ccc2c(CN3CCCCC3)cc(=O)oc2c1	0%	-6%	8%	2%	107	0%	0.9	0.3	i	6%	-1.6%
COc1ccc(CC(=O)NNC(=O)c2nn(Cc3ccccc3)c(=O)c3ccccc23)cc1OC	8%	-7%	3%	-1%	60	0%	1.8	0.2	i	4%	-1.0%
CCC(=O)/C=C1/Sc2ccc(OC)cc2N1CC	4%	-2%	9%	-3%	46	4%	-1.1	2.0	i	nt	-0.9%
O=C(CCC(=O)N1CCOCC1)Nc1nnc(C2CCCCC2)s1	10%	-5%	15%	6%	92	-4%	0.2	1.4	i	1%	-1.9%
COc1ccc(C2NC(=O)C(C#N)=C(S)N2c2ccccc2)cc1OC (centres undefined)	4%	-4%	42%	-3%	67	12%	0.6	1.7	i	12%	-0.9%
O=C(Nc1cc(Cl)ccc1-n1cncn1)c1ccc(F)c(S(=O)(=O)N2CCOCC2)c1	nt	nt	5%	-8%	71	nt	0.8	0.4	i	nt	nt
Nc1ccccc1SCC(=O)Nc1ccc(N2CCOCC2)cc1	2%	-5%	16%	11%	62	7%	2.9	0.9	i	15%	4.0%
O=C(Nc1ccccc1F)c1ccc2nc(N3C(=O)CCC3=O)sc2c1	9%	-5%	8%	-2%	51	3%	-1.3	1.8	i	7%	1.1%
COc1ccccc1CC(=O)N1CCN(c2cccc(C(F)(F)F)c2)CC1	-11%	0%	-1%	2%	53	-1%	0.0	4.8	i	5%	0.1%
CC1=C(C(=O)OC2CCCCC2)C(c2ccc(N(C)C)cc2)NC(=O)N1 (centres undefined)	1%	-5%	-1%	-2%	61	1%	1.3	0.8	i	5%	2.4%
C=CCc1cccc(/C=N/NC(=O)C[n+]2ccccc2)c1O	7%	-6%	8%	2%	63	0%	0.1	1.2	i	3%	0.9%
CCC(C)NCCOCCOc1ccc(Cl)c(C)c1C (centres undefined)	32%	77%*	7%	-2%	52	7%	-2.1	0.3	i	10%	-0.6%
CC(C)(C)OC(=O)CNC(=O)c1[nH]cnc1C(=O)NCC(=O)OCc1ccccc1	14%	-11%	7%	11%	52	-1%	14	nt	?	-2%	1.8%
O=C(NCc1ccccc1)NC(=O)c1ccncc1	-9%	-7%	8%	8%	53	1%	0.7	0.6	i	10%	-1.1%
CC(C)Cn1c(CN(Cc2ccccc2)Cc2ccccc2)nc2c1c(=O)n(C)c(=O)n2C	-8%	-2%	6%	4%	60	0%	9.5	nt	?	-8%	-1.3%
CCSc1nnc(NC(=O)C2CCCCC2C(=O)O)s1 (centres undefined)	-9%	66%*	5%	14%	44	1%	14	0.2	i	1%	0.5%
COc1ccc(-n2c(-c3ccco3)n[nH]c2=S)cc1	-4%	-6%	8%	4%	56	-1%	3.8	1.0	i	12%	-2.5%
CCOC(=O)NC(=O)/C(C#N)=N/Nc1ccc(F)cc1	2%	-2%	5%	-7%	61	-3%	1.1	1.0	i	-9%	0.9%
COc1ccc(-n2c(C)cc(C(=O)COC(=O)c3cc(OC)c(OC)cc3NC(=O)c3cccs3)c2C)cc1	0%	-1%	10%	-2%	94	21%	1.3	1.4	i	-10%	4.4%
Cc1cccc(CCNCc2c(C(=O)O)c(C)n(-c3ccccc3)c2C)c1	4%	-3%	13%	-1%	95	-4%	-1.0	0.6	i	4%	0.2%
COc1ccc(-n2c(=O)[nH]cc(C(=O)Nc3ccc4c(c3)OCCO4)c2=O)cc1	10%	-6%	5%	17%	59	0%	2.5	0.7	i	-8%	-1.0%
CCOC(=O)c1cccc(NC(=O)Nc2ccc(OCC)cc2)c1	3%	-8%	0%	0%	44	-3%	1.5	0.7	i	8%	-1.3%
CC(=O)NCCC(=O)N1CCc2c([nH]c3ccccc23)C1c1cccc(C)c1 (centres undefined)	13%	-5%	3%	2%	46	1%	1.4	0.2	i	7%	-1.5%
CCn1c(SCC(=O)N2CCOCC2)nc2ccccc21	24%	-6%	-7%	-5%	52	-3%	-0.2	0.4	i	7%	-1.2%
CSc1ccccc1C(=O)N(C)C(c1ccccc1)c1ccccc1	-2%	2%	3%	6%	51	-4%	2.3	7.7	i	4%	1.8%
Cn1c(N)c(C(=O)CCl)c(=O)n(Cc2ccccc2)c1=O	5%	-6%	11%	4%	77	12%	0.9	3.4	i	15%	0.5%
Cc1ccc(S(C)(=O)=NC(=O)NC(=O)c2c(F)cccc2Cl)cc1 (centres undefined)	6%	-3%	8%	-4%	54	1%	1.2	0.9	i	0%	-2.3%
Cc1ccc(S(=O)(=O)NCCC(=O)NCCSc2ccc(Br)cc2)cc1	-5%	-9%	5%	0%	55	4%	-0.1	0.7	i	10%	-0.6%
COc1ccccc1NC(=O)N1CCN(c2ncccn2)CC1	-1%	-6%	10%	-12%	44	14%	-0.4	1.4	i	3%	-0.3%
C=CCNC(=O)COC(=O)c1cc(S(=O)(=O)N2CCOCC2)ccc1N1CCCCC1	2%	0%	8%	-3%	89	0%	-2.9	1.0	i	12%	0.9%
